Source: PubChem BioAssay (several laboratories)
ERa SRC1 pot = enhances coactivator binding to human estrogen receptor alpha | TR-FRET ERalpha-LBD/SRC-Cy5 coactivator binding, 2 h; 100 = basal binding, no effect | coactivator binding (% of control), % at 25.6 µM | 86,000 tested, 1.3% active; in the data active = activity above about 200%;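 note: binding measured in presence of low estradiol as agonist stimulus; 0% = peptide alone without receptor and 100% = receptor with peptide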
Lung fibro prol = blocks proliferation of human lung fibroblasts; 85,000 tested, 1.1% active; viability, % at 10 µM; LL 47 human lung fibroblast viability, ATP luminescence; hits give low values;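 active = viability at or below 50% in the single dose screen; inactive = viability above 50%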;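 note: compound exposure lasted 72 h before the ATP readout; 100% = median luminescence of untreated cell-only wells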
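Test system: LL 47 human lung fibroblasts; Quantity: 1,150 cells/well; Buffer or medium: IMEM plus 15% FBS; Dosing: tenfold compound dosing solution, DMSO at 0.1%; Timing: overnight cell rest, 72 h compound treatment at 37 °C; Detection: ATP-based CellTiter-Glo luminescent readout; Read-out basis: viability percentage against median untreated-cell control; Controls: cell-only wells, no compound.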
Candida biofilm = kills Candida albicans biofilms; C. albicans biofilm + clotrimazole, Alamar Blue; inhibition, % at 6 µM; 85,000 tested, 0.14% active;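 active = inhibition above 20%; inactive = inhibition below 20%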;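 note: preformed 24 hr biofilms exposed to compound for 48 hr; 0% = biofilm without compound and 100% = blank killed by clotrimazole plus chlorhexidine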
H69AR growth 86K = blocks growth of human H69AR lung tumor cells; viability, % at 10 µM; 85,000 tested, 6% active; H69AR lung tumor viability, ATP luminescence, 72 h; hits give low values;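 active = viability at or below 40%; inactive = viability above 40%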;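 note: multidrug resistant small cell line overexpressing MRP-1 efflux transporter; 100% = mean luminescence of untreated control wells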
ERb coact inh = ER-beta (human) coactivator binding inhibition; inhibition, % at 25.6 µM; 86,000 tested, 1.3% active; TR-FRET ER-beta LBD / SRC1-Cy5 peptide binding; receptor agonist-loaded with 1 µM estradiol; Q92731;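 active = compounds whose percent inhibition of the receptor-coactivator binding signal exceeds about 50% in the single-dose screen, limit read from the data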;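 note: 0% = receptor plus peptide wells without compound and 100% = peptide-only wells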
Smad3 inh = blocks human Smad3 binding to FoxH1 peptide; P84022; TR-FRET Smad3/Dy647-FoxH1 peptide binding, europium anti-His; inhibition, % at 25 µM; 88,000 tested, 0.29% active; AID 630;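 active = compounds that reduce the energy-transfer binding signal between the protein and its labelled peptide by more than half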;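 note: 0% = Smad3 plus labelled peptide maximal FRET and 100% = peptide-only background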
Target sequence (P84022 whole entry, looked up): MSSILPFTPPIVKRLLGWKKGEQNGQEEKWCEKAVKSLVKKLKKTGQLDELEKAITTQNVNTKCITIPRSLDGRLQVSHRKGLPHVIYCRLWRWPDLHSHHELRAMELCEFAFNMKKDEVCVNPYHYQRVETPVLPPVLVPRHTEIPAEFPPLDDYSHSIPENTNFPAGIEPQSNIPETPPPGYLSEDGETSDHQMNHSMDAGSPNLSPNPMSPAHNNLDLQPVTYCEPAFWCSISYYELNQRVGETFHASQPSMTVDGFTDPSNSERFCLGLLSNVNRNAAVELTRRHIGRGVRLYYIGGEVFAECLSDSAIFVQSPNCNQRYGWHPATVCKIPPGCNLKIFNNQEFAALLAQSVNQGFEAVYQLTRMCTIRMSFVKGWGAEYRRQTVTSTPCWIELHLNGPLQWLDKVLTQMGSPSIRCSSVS
ERa coact inh = ER-alpha (human) coactivator binding inhibition; P03372; inhibition, % at 25.6 µM; 86,000 tested, 1.7% active; TR-FRET ER-alpha LBD / SRC-1 peptide, estradiol-bound; in the data active = inhibition above about 50%;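 note: 0% = receptor plus peptide control and 100% = peptide only without receptor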
sEH act = soluble epoxide hydrolase (human) activation; P34913; purified human sEH enzymatic activity, activator screen; activation, % at 2 µM; 91,000 tested, 0.04% active; in the data active = activation above about 37%; note: values of inactives mirror those of a sister screen read the other way
Target sequence (P34913 whole entry, looked up): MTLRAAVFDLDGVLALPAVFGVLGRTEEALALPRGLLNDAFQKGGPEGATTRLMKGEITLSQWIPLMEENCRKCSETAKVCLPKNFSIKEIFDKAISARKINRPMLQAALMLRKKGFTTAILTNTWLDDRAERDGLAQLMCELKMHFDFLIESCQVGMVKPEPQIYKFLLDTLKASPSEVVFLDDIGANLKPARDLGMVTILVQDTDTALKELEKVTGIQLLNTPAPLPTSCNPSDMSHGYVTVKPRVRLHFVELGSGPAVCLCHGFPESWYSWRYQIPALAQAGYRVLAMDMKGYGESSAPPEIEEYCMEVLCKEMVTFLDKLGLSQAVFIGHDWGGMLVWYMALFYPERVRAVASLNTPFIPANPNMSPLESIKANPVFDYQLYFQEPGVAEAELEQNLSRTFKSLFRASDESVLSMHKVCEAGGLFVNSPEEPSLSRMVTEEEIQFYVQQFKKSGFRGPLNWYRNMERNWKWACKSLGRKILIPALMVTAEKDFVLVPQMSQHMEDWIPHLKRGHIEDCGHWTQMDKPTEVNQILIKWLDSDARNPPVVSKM
HUVEC prolif 384 = human endothelial cell proliferation inhibition | AID 648 | viability, % at 10 µM (by protocol) | HUVEC proliferation, CellTiter-Glo luminescence, 72 h; hits give low values | 86,000 tested, 1.1% active;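 active = viability at or below 30%; inactive = viability above 30%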;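 note: 100% = median luminescence of DMSO-only cell control wells on each plate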
An asterisk follows results filed as active; [ ] = dose if it differs, or a comment. This is a subset; rates above refer to the full screens.

What do the screens show for `CCCCOCCCn1c(N)c(C(=O)OCCOC)c2nc3ccccc3nc21`?
ERa SRC1 pot: 119; Lung fibro prol: 111; Candida biofilm: 4; H69AR growth 86K: 59; ERb coact inh: 3; Smad3 inh: 8; ERa coact inh: -13; HUVEC prolif 384: 89

What do the screens show for `O=C(c1ccc2c(=O)n(Cc3ccc4c(c3)OCO4)c(=S)[nH]c2c1)N1CCC2(CC1)OCCO2`?
ERa SRC1 pot: 136; Lung fibro prol: 100; Candida biofilm: 5; H69AR growth 86K: 32*; ERb coact inh: 3; Smad3 inh: 0; ERa coact inh: -2; sEH act: -28; HUVEC prolif 384: 101

Results for O=C1C(c2ccccc2)=C(N2CC2)c2ccccc21 ?
ERa SRC1 pot: 95[fluorescence artefact?]; Lung fibro prol: 98; Candida biofilm: 14; H69AR growth 86K: 88; ERb coact inh: -9; Smad3 inh: 6; ERa coact inh: -8; sEH act: 3; HUVEC prolif 384: 96

Results for COC(=O)CCCNC(=O)CN1CC(c2ccccc2)CC1=O (stereo unspecified) ?
ERa SRC1 pot: 124; Lung fibro prol: 111; Candida biofilm: 3; H69AR growth 86K: 103; ERb coact inh: -9[fluorescence artefact?]; Smad3 inh: 5; ERa coact inh: 4[fluorescence artefact?]; sEH act: 4; HUVEC prolif 384: 100

What do the screens show for `CCN1CCN(c2nc3c(c(=O)[nH]2)CCCC3)CC1`?
ERa SRC1 pot: 109; Lung fibro prol: 89; Candida biofilm: 4; ERb coact inh: -4; Smad3 inh: 0; ERa coact inh: -11; HUVEC prolif 384: 91

Results for Cc1nc2ccccc2c(=O)n1-c1cccnc1 ?
ERa SRC1 pot: 112; Lung fibro prol: 88; Candida biofilm: 9; H69AR growth 86K: 92; ERb coact inh: 1; Smad3 inh: 6; ERa coact inh: -8; sEH act: -3; HUVEC prolif 384: 85

What do the screens show for `CCC/C(=N\O)c1c[nH]c2ccccc12`?
ERa SRC1 pot: 110[fluorescence artefact?]; Lung fibro prol: 97; Candida biofilm: 5; H69AR growth 86K: 71; ERb coact inh: -6[fluorescence artefact?]; Smad3 inh: 11[fluorescence artefact?]; ERa coact inh: -9[fluorescence artefact?]; sEH act: 8; HUVEC prolif 384: 89

What do the screens show for `O=c1[nH]c(=S)n(Cc2ccc(F)cc2)c(O)c1C=NCC1CCCO1` (stereo unspecified)?
ERa SRC1 pot: 106; Lung fibro prol: 97; Candida biofilm: 8; H69AR growth 86K: 87; ERb coact inh: -5; Smad3 inh: -4; ERa coact inh: -2; sEH act: 4; HUVEC prolif 384: 98

What do the screens show for `COc1ccc2c(CCN)c[nH]c2c1`?
ERa SRC1 pot: 107; Lung fibro prol: 96; Candida biofilm: 5; H69AR growth 86K: 82; ERb coact inh: -3; Smad3 inh: 9; ERa coact inh: 19; sEH act: -15; HUVEC prolif 384: 99

Results for CCC(=Nc1ccc2c(c1)CCC2)c1c(O)n(C)c(=O)n(C)c1=O ?
ERa SRC1 pot: 123; Lung fibro prol: 94; Candida biofilm: 1; H69AR growth 86K: 100; ERb coact inh: 3[fluorescence artefact?]; Smad3 inh: 9; ERa coact inh: 3; HUVEC prolif 384: 92

Results for O=C(c1ccc(CS(=O)(=O)c2ccc(Br)cc2)o1)N1CCC2(CC1)OCCO2 ?
ERa SRC1 pot: 99[fluorescence artefact?]; Lung fibro prol: 98; Candida biofilm: 3; H69AR growth 86K: 100; ERb coact inh: 12; Smad3 inh: 0; ERa coact inh: 2; sEH act: 11; HUVEC prolif 384: 99

Results for O=P(/C(=N/O)N1CCCCC1)(N1CCOCC1)N1CCOCC1 ?
ERa SRC1 pot: 113; Lung fibro prol: 101; Candida biofilm: 1; H69AR growth 86K: 99; ERb coact inh: -7; Smad3 inh: 8; ERa coact inh: -11; sEH act: -8; HUVEC prolif 384: 98

How did Cc1ccccc1NC1=NCC(C)S1 (stereo unspecified) do in these assays?
ERa SRC1 pot: 106; Lung fibro prol: 96; Candida biofilm: 4; H69AR growth 86K: 108; ERb coact inh: -2; Smad3 inh: 2; ERa coact inh: -3; HUVEC prolif 384: 100

How did COc1cc(CC2C(=O)N(C)C(=O)N(C)C2=O)ccc1OCc1ccccc1 do in these assays?
ERa SRC1 pot: 91; Lung fibro prol: 104; Candida biofilm: 5; H69AR growth 86K: 98; ERb coact inh: 1; Smad3 inh: 8; ERa coact inh: 11; sEH act: -8; HUVEC prolif 384: 111

Results for CCN1CCN(Cc2cc(Br)cc(Br)c2O)CC1 ?
ERa SRC1 pot: 120; Lung fibro prol: 92; Candida biofilm: 4; H69AR growth 86K: 72; ERb coact inh: 5; Smad3 inh: 8; ERa coact inh: 2; sEH act: 2; HUVEC prolif 384: 92

What do the screens show for `O=C1CSC2(CN3CCC2CC3)N1` (stereo unspecified)?
ERa SRC1 pot: 102; Lung fibro prol: 98; Candida biofilm: 4; H69AR growth 86K: 105; ERb coact inh: -11; Smad3 inh: 0; ERa coact inh: -15; sEH act: 3; HUVEC prolif 384: 92

What do the screens show for `O=C(CCCCCn1c(=S)[nH]c2ccccc2c1=O)N1CCC2(CC1)OCCO2`?
ERa SRC1 pot: 115; Lung fibro prol: 92; Candida biofilm: 2; H69AR growth 86K: 78; ERb coact inh: 7[fluorescence artefact?]; Smad3 inh: 0; ERa coact inh: -1[fluorescence artefact?]; sEH act: -1; HUVEC prolif 384: 95

Results for Brc1ccc(CN2CCNCC2)s1 ?
ERa SRC1 pot: 104; Lung fibro prol: 103; Candida biofilm: 3; H69AR growth 86K: 106; ERb coact inh: 0; Smad3 inh: 8; ERa coact inh: -2; sEH act: 4; HUVEC prolif 384: 108

How did CCC(C)N1CCN(C(=O)Cc2ccccc2)CC1 (stereo unspecified) do in these assays?
ERa SRC1 pot: 106; Lung fibro prol: 99; Candida biofilm: 3; H69AR growth 86K: 90; ERb coact inh: -8; Smad3 inh: -9; ERa coact inh: -1; sEH act: 2; HUVEC prolif 384: 99

What do the screens show for `CCOC(=O)CN1C(=O)C2(C(C#N)=C(N)Oc3ccccc32)C(C(=O)OC)=C1C` (stereo unspecified)?
ERa SRC1 pot: 93; Lung fibro prol: 96; Candida biofilm: 9; H69AR growth 86K: 90; ERb coact inh: -7; Smad3 inh: 8; ERa coact inh: -14; sEH act: 3; HUVEC prolif 384: 103

Nothing new here: an excerpt of the list.
Results for Brc1ccc(CN2CCNCC2)s1 ?
ERa SRC1 pot: 104; Lung fibro prol: 103; Candida biofilm: 3; H69AR growth 86K: 106; ERb coact inh: 0; Smad3 inh: 8; ERa coact inh: -2; sEH act: 4; HUVEC prolif 384: 108

How did CCC(C)N1CCN(C(=O)Cc2ccccc2)CC1 (stereo unspecified) do in these assays?
ERa SRC1 pot: 106; Lung fibro prol: 99; Candida biofilm: 3; H69AR growth 86K: 90; ERb coact inh: -8; Smad3 inh: -9; ERa coact inh: -1; sEH act: 2; HUVEC prolif 384: 99

What do the screens show for `CCOC(=O)CN1C(=O)C2(C(C#N)=C(N)Oc3ccccc32)C(C(=O)OC)=C1C` (stereo unspecified)?
ERa SRC1 pot: 93; Lung fibro prol: 96; Candida biofilm: 9; H69AR growth 86K: 90; ERb coact inh: -7; Smad3 inh: 8; ERa coact inh: -14; sEH act: 3; HUVEC prolif 384: 103

The main list resumes, repeating the two entries before the break.
How did CCC(C)N1CCN(C(=O)Cc2ccccc2)CC1 (stereo unspecified) do in these assays?
ERa SRC1 pot: 106; Lung fibro prol: 99; Candida biofilm: 3; H69AR growth 86K: 90; ERb coact inh: -8; Smad3 inh: -9; ERa coact inh: -1; sEH act: 2; HUVEC prolif 384: 99

What do the screens show for `CCOC(=O)CN1C(=O)C2(C(C#N)=C(N)Oc3ccccc32)C(C(=O)OC)=C1C` (stereo unspecified)?
ERa SRC1 pot: 93; Lung fibro prol: 96; Candida biofilm: 9; H69AR growth 86K: 90; ERb coact inh: -7; Smad3 inh: 8; ERa coact inh: -14; sEH act: 3; HUVEC prolif 384: 103

How did CCCCN1C(=O)NC(=O)C2(Cc3c(nc4c(C)cccn4c3=O)N3CCc4ccccc4C32)C1=O (stereo unspecified) do in these assays?
ERa SRC1 pot: 88; Lung fibro prol: 90; Candida biofilm: -2; H69AR growth 86K: 101; ERb coact inh: 5; Smad3 inh: -1; ERa coact inh: -1[fluorescence artefact?]; sEH act: -6; HUVEC prolif 384: 58

How did CC[N+](C)(CC)CCCOC(=O)C(O)(c1ccccc1)C1CCCCC1 (stereo unspecified) do in these assays?
ERa SRC1 pot: 103[fluorescence artefact?]; Lung fibro prol: 100; Candida biofilm: -2; H69AR growth 86K: 75; ERb coact inh: -20; Smad3 inh: 3; ERa coact inh: -33; sEH act: -2; HUVEC prolif 384: 94

What do the screens show for `CCCC1(CCC)C(=O)NC(=Nc2ccccc2)NC1=O`?
ERa SRC1 pot: 101; Lung fibro prol: 102; Candida biofilm: 2; H69AR growth 86K: 68; ERb coact inh: -12; Smad3 inh: -12; ERa coact inh: -2; sEH act: -1; HUVEC prolif 384: 89

What do the screens show for `O=C1NC(=O)C2(Cc3ccccc3N3CCCC32)C(=O)N1c1ccc(Cl)cc1` (stereo unspecified)?
ERa SRC1 pot: 96; Lung fibro prol: 105; Candida biofilm: 2; H69AR growth 86K: 97; ERb coact inh: 7; Smad3 inh: 7; ERa coact inh: 7; HUVEC prolif 384: 95

What do the screens show for `c1cncc(C2CC(c3cccs3)n3ncnc3N2)c1` (stereo unspecified)?
ERa SRC1 pot: 123; Candida biofilm: -1; H69AR growth 86K: 99; ERb coact inh: 0; Smad3 inh: 1; ERa coact inh: 1; HUVEC prolif 384: 96

Results for CN(C)C1(c2nnnn2-c2ccc(Cl)cc2)CCCCC1 ?
ERa SRC1 pot: 116; Lung fibro prol: 91; Candida biofilm: 3; H69AR growth 86K: 85; ERb coact inh: -12[fluorescence artefact?]; Smad3 inh: 5; ERa coact inh: -5[fluorescence artefact?]; sEH act: 5; HUVEC prolif 384: 109

What do the screens show for `Cc1ccc(CS(=O)(=O)Cc2ccc(C(=O)N3CCC4(CC3)OCCO4)o2)cc1`?
ERa SRC1 pot: 119; Lung fibro prol: 103; Candida biofilm: 7; H69AR growth 86K: 93; ERb coact inh: -8[fluorescence artefact?]; Smad3 inh: 2[fluorescence artefact?]; ERa coact inh: -1[fluorescence artefact?]; sEH act: 3; HUVEC prolif 384: 99

What do the screens show for `CCOC(=O)C(NC(C)=O)C(OC(C)=O)c1cccc(N(CCCl)CCCl)c1` (stereo unspecified)?
ERa SRC1 pot: 109; Lung fibro prol: 78; Candida biofilm: 0; H69AR growth 86K: 71; ERb coact inh: 2; Smad3 inh: 2; ERa coact inh: 2; sEH act: 2; HUVEC prolif 384: 99

What do the screens show for `Cc1cccnc1NC1=NCC(C)S1` (stereo unspecified)?
ERa SRC1 pot: 123; Lung fibro prol: 98; Candida biofilm: 5; H69AR growth 86K: 95; ERb coact inh: -6; Smad3 inh: 19; ERa coact inh: 3; sEH act: -12; HUVEC prolif 384: 102
